ASAP1 GAP inh: inhibitors of human ASAP1 ArfGAP activity; ASAP1-stimulated ARF1 GTP hydrolysis, GDP FP detection; inhibition, % at 16.5 µM; 360,000 tested, 0.19% active; AID 624377; in the data active = inhibition above about 25%;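 also: 0% = vehicle with enzyme and substrate and 100% = no enzyme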
TDP2 absorb: blocks human TDP2 phosphodiesterase activity; 370,000 tested, 0.34% active; AID 720702; recombinant TDP2, T5PNP hydrolysis, p-nitrophenol absorbance 415 nm; inhibition, % at 12.8 µM; O95551;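 active = inhibition above the mean of all tested compounds plus 3 SD, set per campaign, cut at about 25% in these data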;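 also: 0% = DMSO with enzyme and 100% = buffer with substrate but no TDP2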
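System – recombinant human TDP2 · Quantity – TDP2 enzyme at 120 nM final · Doses – single concentration, 12.8 µM nominal, with 1% DMSO · Incubation – 2 h at 37 °C · Measured by – epi absorbance of p-nitrophenol freed from T5PNP by hydrolysis · Read-out – % inhibition relative to enzyme-containing and enzyme-free wells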
Tn6 DDE FP: disrupts Tn6 cyclic peptide binding to fibrin D-Dimer-E complex | AID 720509 | inhibition, % at 8.3 µM | Fibrin DD(E) TRITC-Tn6 fluorescence polarization displacement | P02675 | 370,000 tested, 0.21% active;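 active = inhibition above a per-campaign cutoff: mean of compounds within control limits plus 3 SD, cut at about 15% in these data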;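 also: 0% = median of all compound wells on the plate and 100% = blocking peptide control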
Target sequence (P02675 whole entry, looked up): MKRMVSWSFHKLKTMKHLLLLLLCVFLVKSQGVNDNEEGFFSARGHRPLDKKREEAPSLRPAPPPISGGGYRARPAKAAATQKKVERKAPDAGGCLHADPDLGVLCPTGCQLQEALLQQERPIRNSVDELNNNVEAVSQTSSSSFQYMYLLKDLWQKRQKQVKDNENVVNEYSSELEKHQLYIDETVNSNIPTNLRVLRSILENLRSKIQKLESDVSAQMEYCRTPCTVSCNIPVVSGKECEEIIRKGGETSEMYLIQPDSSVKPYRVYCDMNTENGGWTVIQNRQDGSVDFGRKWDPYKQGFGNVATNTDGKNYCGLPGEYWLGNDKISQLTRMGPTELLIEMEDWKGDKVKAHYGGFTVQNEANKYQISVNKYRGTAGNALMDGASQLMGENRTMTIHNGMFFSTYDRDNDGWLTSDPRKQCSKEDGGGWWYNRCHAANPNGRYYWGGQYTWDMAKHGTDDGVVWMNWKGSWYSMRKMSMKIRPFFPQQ
proKLK7 act: activates the human kallikrein-7 zymogen | P49862 | purified proKLK7, EDANS-DABCYL substrate fluorescence; 100% is mature enzyme control, 0% vehicle | activation, % at 7 µM | 370,000 tested, 0.9% active;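 active = activation above the mean of all tested compounds plus 3 SD, computed per campaign excluding outliers beyond control limits, cut at about 13% in these data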
LEDGF integ inh: blocks HIV-1 LEDGF/p75-dependent DNA integration; TR-FRET IN-LEDGF/p75 DNA integration, Eu/Cy5; inhibition, % at 3.7 µM; 370,000 tested, 0.64% active; AID 743269;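 active = inhibition above the screen-wide mean plus 3 SD, cut at about 13% in these data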;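 also: signal is the Cy5 over europium emission ratio at 671 and 618 nm; 0% = plate median of compound wells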
PLCg1 inh: PLC-gamma1 (human) inhibition, primary screen; purified PLC-gamma1, fluorogenic substrate, fluorescence; inhibition, % at 12.2 µM; 370,000 tested, 0.84% active; AID 720700; in the data active = inhibition above about 9.5%
ADAM10 inh: inhibits human ADAM10. recombinant ADAM10, EDANS/DABCYL FRET peptide cleavage, 3 h. inhibition, % at 7 µM. 370,000 tested, 0.62% active. AID 720582;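 active = inhibition above a per-campaign cutoff equal to the mean of compounds falling between control-based bounds plus 3 SD, cut at about 20% in these data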;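 also: 0% = DMSO wells while the 100% control is not disclosed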
ARFGAP1 inhibitor: inhibits rat ARF GTPase activating protein 1. AID 651572. 360,000 tested, 0.26% active. inhibition, % at 16.5 µM. Arfgap1-stimulated ARF1 GTP hydrolysis, GDP FP detection;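 active = inhibition above a per-plate limit, mean inhibition of low control wells plus 3 SD, cut at about 25% in these data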;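 also: 0% = DMSO wells with enzyme and 100% = wells lacking Arfgap1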
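Repeats: one replicate per compound; assay system: rat Arfgap1 catalytic domain, aa 1-136; times: enzyme reaction 120 min at 25 °C after 20 min preincubation; detection: FP of antibody-bound GDP Alexa 633 tracer, ex 620/em 688 nm; benchmarks: high control wells lacking Arfgap1, low control full reaction with DMSO; reagent: human ARF1(Δ1-17)-GTP substrate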
ADAM17 inh: inhibitors of human ADAM17; inhibition, % at 6.95 µM; recombinant ADAM17, EDANS/DABCYL FRET peptide cleavage; P78536; 370,000 tested, 0.83% active;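 active = inhibition above the mean of compounds lying between control limits plus 3 SD, set per campaign, cut at about 8.5% in these data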;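 also: 0% = DMSO-only wells as the low control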
Target sequence (P78536 215-824 limits assumed): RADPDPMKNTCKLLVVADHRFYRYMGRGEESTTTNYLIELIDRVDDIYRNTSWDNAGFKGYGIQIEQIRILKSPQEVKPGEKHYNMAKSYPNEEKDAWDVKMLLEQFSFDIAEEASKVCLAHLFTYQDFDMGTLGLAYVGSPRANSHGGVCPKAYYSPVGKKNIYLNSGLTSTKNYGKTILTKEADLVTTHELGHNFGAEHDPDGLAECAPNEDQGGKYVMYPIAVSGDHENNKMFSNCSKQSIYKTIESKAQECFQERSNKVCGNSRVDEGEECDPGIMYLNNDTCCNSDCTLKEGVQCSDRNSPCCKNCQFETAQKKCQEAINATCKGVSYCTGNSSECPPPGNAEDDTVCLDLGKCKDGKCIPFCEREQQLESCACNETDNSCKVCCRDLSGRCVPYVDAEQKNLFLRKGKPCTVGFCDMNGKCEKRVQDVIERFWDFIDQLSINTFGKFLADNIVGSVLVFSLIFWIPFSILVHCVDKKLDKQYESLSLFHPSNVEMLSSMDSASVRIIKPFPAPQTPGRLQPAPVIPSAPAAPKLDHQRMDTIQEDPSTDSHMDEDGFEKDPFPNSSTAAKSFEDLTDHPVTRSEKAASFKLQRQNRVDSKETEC
DDE Tn7 FP inh: disrupts Tn7 cyclic peptide binding to fibrin D-Dimer-E complex; FP displacement of FITC-Tn7 peptide from fibrin DD(E); 0% = median of compound wells per plate; 370,000 tested, 0.13% active; inhibition, % at 8.3 µM;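 active = inhibition above the mean of compounds falling within the control limits plus 3 SD of them, cut at about 14% in these data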;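 also: 0% = plate median of compound wells and 100% = 10 µM Aha-Tn7 peptide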
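system = human fibrin DD(E) protein | quantity = DD(E) 2 µM final | medium = Tris/NaCl/CaCl2 buffer, pH 7.8 | also added = labelled Tn7 tracer, 0.1 µM | compound dosing = single point at 8.3 µM | timing = compound with protein 10 min, then 3 h after probe, room temperature | signal = FP measurement | benchmarks = Aha-Tn7 high control | repeats = one replicate per compound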
An asterisk follows results filed as active; i = inactive.

SMILES	ASAP1 GAP inh	TDP2 absorb	Tn6 DDE FP	proKLK7 act	LEDGF integ inh	PLCg1 inh	ADAM10 inh	ARFGAP1 inhibitor	ADAM17 inh	DDE Tn7 FP inh
COc1cc2ncnc(NCc3ccc(Cl)cc3)c2cc1OC	1	9	-2	-0.8	-6	-4	-33	9	-10	-2
CCOc1cccc(/C=N/NC(=O)c2ccc3c(c2)OCCO3)c1O	8	-12	-8	-6.5	-1	-16	12	-15	6	-2
COc1ccc(/C=C/C(=O)NC(C)CCc2ccccc2)cc1 (stereo unspecified)	3	-3	1	0.3	0	1	6	0	3	3
COCCCn1c(SCC(=O)Nc2ccc(C(C)=O)cc2)nc2ccccc2c1=O	5	-9	-5	0.6	-5	2	-1	1	-4	0
Cc1cccc(C(=O)NNC(=O)c2c(-c3ccccc3Cl)noc2C)c1O	0	5	4	-0.1	-6	-3	-2	-2	-4	1
O=S(=O)(NCCc1ccccc1)c1ccc(Br)s1	5	-1	0	0.0	-1	-2	-12	1	-5	1
CC(=O)NS(=O)(=O)c1ccc(NC(=S)NC(=O)C(C)(C)C)cc1	17	4	-6	0.2	3	1	-1	2	-2	-6
O=C(c1cc(-c2cccs2)nc2ccccc12)N1CCN(CCO)CC1	-2	-3	4	14*	-5	-358	i	2	-348	8
Cc1onc(C(=O)NCc2ccccn2)c1[N+](=O)[O-]	-5	12	3	-0.7	0	-2	2	6	-4	9
COc1cc(/C=C2/C(=N)N3N=C(CC(=O)N4CCOCC4)SC3=NC2=O)ccc1OCc1ccc(F)cc1	0	-20	-1	-0.7	11	-49	-75	-9	-17	1
CCCCS(=O)(=O)N1CCCc2nc(-c3ccc(OC)cc3)ccc21	-1	-2	0	0.6	3	-26	-114	5	-29	1
O=C1OCCC1Sc1nnnn1-c1ccccc1 (stereo unspecified)	-13	0	-6	0.3	1	1	-3	-4	-4	-4
CCCCN1C(=O)C(=O)N(CC(=O)Nc2ccc(OC(F)(F)F)cc2)C1=O	-11	5	3	0.6	0	3	-8	-3	-1	6
O=S(=O)(NCCC1=CCCCC1)c1ccc(OC(F)(F)F)cc1	1	3	-2	0.1	-2	-1	10	7	4	5
CCC(C)[C@H]1COCCS(=O)(=O)N1Cc1ccccc1F (stereo partly specified)	0	3	0	1.1	-3	2	3	9	-3	4
CCNC(=O)/C(C#N)=C/c1c(N2CCCCCC2)nc2c(C)cccn2c1=O	1	3	0	0.6	2	-7	-12	6	-5	5
Cc1cccc(NC(=O)CN(CC2CCCO2)C(=O)c2ccc(S(C)(=O)=O)cc2)c1C (stereo unspecified)	6	4	-1	0.2	-7	-1	-6	16	-6	6
COc1cc(/C=C2\SC(=S)N(CC(=O)Nc3ccc(O)cc3)C2=O)cc(OC)c1OC	0	-2	-1	-1.3	3	-11	9	1	0	1
CCC(=O)Nc1ccc(C(=O)Cn2nc(C(=O)O)c3ccccc3c2=O)cc1	2	-5	-7	-0.5	7	-5	-12	5	-5	5
O=C(COc1ccccc1)Nc1cc(Cl)ccc1Cl	-10	-5	4	0.0	2	-33	-3	-5	-4	0
CN1CCN(C(=O)c2cc3nc(-c4ccc(F)cc4)cc(C(F)(F)F)n3n2)CC1	3	-15	-3	0.1	-1	-71	-8	-9	-3	7
COC(=O)c1ccc2c(=O)n(CC3CCCO3)c(SCC(=O)Nc3ccccc3OC)nc2c1 (stereo unspecified)	-5	-6	3	0.1	1	-3	0	12	-1	5
Cc1ccc(-n2nc(C)c3c(C)c(CCC(=O)NCc4ccco4)c(C)nc32)cc1	0	-3	-6	-2.1	-5	-33	-131	7	-34	2
CC(C)C(NC(=O)c1ccc(Cl)cc1)C(=O)NC1=NCCS1 (stereo unspecified)	-20	6	1	-0.4	2	3	2	5	0	-4
CC(=O)Nc1ncnc2c1c(-c1ccc(Cl)cc1)nn2C(C)(C)C	3	-9	3	13*	1	-181	-363	-8	-105	1
O=C(N/N=C/c1ccc(Br)s1)c1ccncc1	-4	-1	-5	0.5	1	-6	1	12	3	-2
CCOC(=O)c1c(C)c(C(=O)N2CCN(c3ccccc3)CC2)c(C)n1C	-4	-4	1	0.0	1	1	-3	6	-1	2
Cn1c(=O)c2c(SCC(=O)N3CCOCC3)nc(-c3ccccc3F)nc2n(C)c1=O	4	-1	-7	0.2	-4	5	4	7	-5	9
COc1ccc(NC(=O)CSc2nc3ccccc3c(=O)n2CCC(=O)N2CCCCC2)cc1	9	4	-10	1.3	1	8	12	5	2	0
Cc1ccc(S(=O)(=O)NCC(=O)OCC(=O)c2ccc(Br)s2)cc1	-5	-4	3	0.8	0	5	2	4	3	-9

Results in PLCg1 inh and LEDGF integ inh, for 4 of the compounds above:
structure | PLCg1 inh | LEDGF integ inh
CCOC(=O)c1c(C)c(C(=O)N2CCN(c3ccccc3)CC2)c(C)n1C | 1 | 1
Cn1c(=O)c2c(SCC(=O)N3CCOCC3)nc(-c3ccccc3F)nc2n(C)c1=O | 5 | -4
COc1ccc(NC(=O)CSc2nc3ccccc3c(=O)n2CCC(=O)N2CCCCC2)cc1 | 8 | 1
Cc1ccc(S(=O)(=O)NCC(=O)OCC(=O)c2ccc(Br)s2)cc1 | 5 | 0

Next part.
SMILES	ASAP1 GAP inh	TDP2 absorb	Tn6 DDE FP	proKLK7 act	LEDGF integ inh	PLCg1 inh	ADAM10 inh	ARFGAP1 inhibitor	ADAM17 inh	DDE Tn7 FP inh
CCc1cccc(NC(=O)CCc2c(C)nn(-c3ccc(N4CCOCC4)nn3)c2C)c1	4	-18	-3	0.5	4	2	-3	11	6	2
c1ccc(SCCCCN2CCOCC2)cc1	-10	-6	4	-0.2	-2	-2	3	13	0	4
CC(=O)Nc1ccc(N2CC(C)(C)C2=O)cc1	3	-27	4	-0.5	2	13*	3	5	7	-3
COc1cccc(-n2nnc3c(=O)n(CC(=O)OCc4ccccc4)cnc32)c1	5	-3	3	0.1	-5	-1	-4	-2	2	2
CC(C)c1ccc(NC(=S)N(C)CCc2ccccn2)cc1	8	10	8	0.2	1	2	4	-5	-3	3
COCc1cc(=O)n2[nH]c(-c3cccc(Br)c3)cc2n1	-1	-10	-14	0.8	-1	-14	-25	-1	-15	5
COc1ccccc1NC(=S)Nc1cccc2cnccc12	-1	2	2	-0.2	2	-11	-8	-1	-4	5
Cc1ccc(NC(=O)Cn2nnc(C(=O)NCc3ccc4c(c3)OCO4)c2N)cc1	5	-1	-2	-1.6	1	-1	-3	3	-4	-6
CCOC(=O)c1ccc[n+](CC(=O)c2ccccc2)c1	-6	-2	-5	0.5	-3	-4	-4	12	0	-8
CC1(C)CCCC2(C)C(OCCO)=CC(=O)C=C12 (stereo unspecified)	-10	-4	0	0.0	2	-5	-6	1	-2	-3
CN(C)/C=C(\C#N)C(=O)c1cccc(Oc2ccc(Br)cc2)c1	-7	6	4	-1.0	3	-6	3	3	-2	4
CCCN1CCC(=O)N([C@H](CO)CC(C)C)CC1	1	2	-1	0.0	1	0	2	14	-5	4
Cc1ccc(-c2nnc3c4ccccc4c(C)nn23)cc1S(=O)(=O)N1CCN(C)CC1	0	14	-3	-0.6	2	-3	-2	12	-1	-1
O=C(c1ccc(F)cc1)C1CCN(C(=S)Nc2ccccc2)CC1	-8	1	-4	-0.1	-1	2	3	-15	0	2
COc1ccc(NC(=O)CSc2nnc(-c3cccc(O)c3)o2)cc1	-15	-4	1	0.5	-1	2	-6	5	-1	1
CC[C@@H](C)[C@H](NC(=O)OC(C)(C)C)c1nnc(S(=O)(=O)Cc2cc(C)ccc2C)o1	-4	2	-9	0.6	1	4	7	7	-2	5
NC(=O)C1CCCN(CC(O)COCc2ccc(Cl)cc2)C1 (stereo unspecified)	2	28*	-4	-0.2	78*	3	1	6	1	-5
O=C(NCc1cc(Cl)cc(Cl)c1)c1csc([C@@H]2O[C@H](CO)[C@H](O)[C@H](O)[C@H]2O)n1	-1	8	-3	-0.2	-4	1	-11	-1	-7	2
CCC1C(=O)N=C(SCC(=O)Nc2ccc(C(=O)OC)cc2)NC1=O (stereo unspecified)	1	-10	2	-0.3	0	0	1	-4	2	3
COc1ccc2oc(C(=O)OCC(=O)NC(C)(C#N)C3CC3)c(C)c2c1 (stereo unspecified)	-10	2	-3	-4.3	-5	-167	-340	7	-95	1
COc1ccc(Nc2nnc(SCC(=O)N3CC(=O)Nc4ccccc43)s2)cc1	7	1	-3	0.0	-5	2	-2	0	2	3
CC(C)CCNC(=O)c1cc(-c2ccncc2)nc2ccc(S(=O)(=O)N3CCOCC3)cc12	-5	9	-2	-0.8	-1	1	0	-8	-1	1
CNC(=O)c1[nH]nc2c1CCc1ccccc1-2	-2	-16	-2	-0.6	2	1	4	-18	2	4
Cc1cc(C)c(NC(=O)CS(=O)CC(=O)NC2CCCc3ccccc32)c(C)c1 (stereo unspecified)	19	0	0	-0.5	2	0	-4	-6	-2	-2
Cc1c(CNCCc2ccc(Cl)cc2)c(C(=O)O)c(C)n1-c1ccccc1	-11	8	1	-0.1	-1	-2	-5	-3	-3	-1
CC(=O)N(C)C[C@H]1Oc2cc(Br)ccc2S(=O)(=O)N([C@H](C)CO)C[C@@H]1C	-10	6	9	-0.3	-1	2	-23	2	-2	-1
CCN(CC)C(=O)C1=C(C)N(Cc2ccccc2)C(=O)C(CC(=O)NCCCCc2ccccc2)C1 (stereo unspecified)	-5	-9	-1	0.3	7	2	7	-15	3	2
COCc1nnc(NC(=O)C2CC(=O)N(C3CCCC3)C2)s1 (stereo unspecified)	-10	0	-1	-1.3	-6	4	-4	12	-3	-2
Cc1ccc(N/C=C2\CCCCC2=O)c(C)c1	10	6	-2	-0.1	2	-3	-1	-2	-1	-3
O=C(OCC(=O)N(CCc1ccccc1)Cc1ccccc1)c1cccc(S(=O)(=O)N2CCOCC2)c1	-11	-6	-5	0.3	-2	7	-2	-4	5	-2
COc1ccc(CCNC(=O)c2nn(C)cc2Cl)cc1	13	1	-1	-0.1	1	0	5	-3	1	7
COc1cc(C(C(=O)NC2CCCCC2)N(C(=O)Cc2c[nH]c3ccccc23)c2ccc(C)cc2)cc(OC)c1OC (stereo unspecified)	1	-7	-2	-0.3	4	7	14	3	5	2
O=C(/C=C/c1ccccc1)NC(N1CCOCC1)C(Cl)(Cl)Cl (stereo unspecified)	1	6	8	1.7	2	2	-2	8	0	-5

Compound activity: PubChem BioAssay, The Scripps Research Institute Molecular Screening Center
